DT40 TDP1 CPT: qHTS for Inhibitors of human tyrosyl-DNA phosphodiesterase 1 (TDP1): qHTS in cells in presence of CPT; chicken DT40 Tdp1-/-;hTDP1 cells + 20 nM CPT, ATP luminescence, 48 h; 420,000 compounds, 12% hits; AID 686979, 2013; Potency, µM (highest dose often 46.2 µM), without a hit: at the top dose activity change, negative = growth inhibition, actives largely listed as inhibitors; further: nearly all actives have a fitted effect of over 55% in size
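Chicken DT40 Tdp1-/- cells stably complemented with human TDP1 were seeded at 400 cells/well in medium containing 20 nM camptothecin, exposed to pin-transferred compounds, and grown at 37 °C for at least 48 hr. Viability was read as ATP luminescence.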
FEN1 inh: qHTS Assay for the Inhibitors of Human Flap endonuclease 1 (FEN1); P39748; Recombinant FEN1 flap cleavage, fluorescence, 15 min; Potency, µM (doses to about 114 µM), without a hit: top-dose activity change, negative = inhibition, usual class: inhibitors; 390,000 compounds, 0.35% hits; AID 588795, 2011; further: nearly all actives have a fitted effect of over 65% in size
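Concentration–response screening of FEN1 (10 nM): 15 min compound preincubation at room temperature, reaction started with 50 nM substrate and read at 0 and 15 min. Corrected, normalized data were fitted by a four-parameter Hill equation.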
KAT2A inh: qHTS Assay for Inhibitors of GCN5L2; GCN5L2 HAT assay, ThioGlo1 CoA-SH fluorescence; Potency, µM (top dose mostly 58.9 µM), for the others: at the highest dose activity change, negative = inhibition, usual class: inhibitors; 390,000 compounds, 0.21% hits
Target sequence (Q92830 whole entry, looked up): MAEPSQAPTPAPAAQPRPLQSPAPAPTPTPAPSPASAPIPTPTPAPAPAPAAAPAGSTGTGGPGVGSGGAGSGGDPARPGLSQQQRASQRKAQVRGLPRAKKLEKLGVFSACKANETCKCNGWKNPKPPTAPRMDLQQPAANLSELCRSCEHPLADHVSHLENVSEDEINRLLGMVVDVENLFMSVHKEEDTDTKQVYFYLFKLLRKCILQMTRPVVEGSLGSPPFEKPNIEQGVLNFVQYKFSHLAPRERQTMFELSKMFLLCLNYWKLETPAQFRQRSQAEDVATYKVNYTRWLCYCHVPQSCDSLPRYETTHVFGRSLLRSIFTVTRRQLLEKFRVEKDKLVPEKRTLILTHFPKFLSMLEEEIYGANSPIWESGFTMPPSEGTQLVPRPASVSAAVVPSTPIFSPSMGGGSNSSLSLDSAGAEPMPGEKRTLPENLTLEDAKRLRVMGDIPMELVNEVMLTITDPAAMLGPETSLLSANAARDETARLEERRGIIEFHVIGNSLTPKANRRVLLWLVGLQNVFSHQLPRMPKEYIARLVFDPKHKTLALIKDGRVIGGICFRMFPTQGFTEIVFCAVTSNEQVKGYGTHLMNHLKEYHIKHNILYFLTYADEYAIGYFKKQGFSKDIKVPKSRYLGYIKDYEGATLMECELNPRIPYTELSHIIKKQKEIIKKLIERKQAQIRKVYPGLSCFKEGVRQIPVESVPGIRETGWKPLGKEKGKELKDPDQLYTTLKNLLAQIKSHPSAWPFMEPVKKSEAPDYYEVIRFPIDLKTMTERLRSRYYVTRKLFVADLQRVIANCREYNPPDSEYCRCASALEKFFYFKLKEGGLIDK
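GCN5L2 (20nM final) in 50mM HEPES, 0.1mM EDTA pH 7.5, 0.01% Tween-20 was preincubated 15 min at room temperature with compound, then given ThioGlo1 (50uM), H3(1-25) peptide (75uM) and acetyl-CoA (70uM); CoA-thiol fluorescence (Ex340/Em540) was read at 0 and 20 min.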
Numbers without * were called inactive; ? = inconclusive; . = no result given. The call rests on the fitted dose curve; in most records, active means well fitted curve in the direction sought with a large enough effect; inconclusive means small, poorly fitted or top-dose-only effect, or another doubt; inactive means no such curve, though single readings can be large; an effect the other way counts as inactive or inconclusive. On the % scale 0 is the no-effect control and ±100 the full control effect; potency means the concentration at half of the fitted maximal effect. The list is partial (hit frequency here may not be typical).

Preview (4 entries):
(1) CCOC(=O)c1cnc2c(C(=O)OC)cccc2c1NCc1ccco1
(2) Cc1ccc(CNC(=O)c2ccc(Cn3c(=O)c4ccccc4n(CC(=O)Nc4ccc(C)cc4)c3=O)cc2)cc1
(3) CC[C@@H](C)[C@H](NS(=O)(=O)c1cccc2ccccc12)C(=O)N[C@H](C=O)Cc1c[nH]c2ccccc12
(4) O=C(N/N=C/c1cc(Cl)ccc1O)c1ccccc1Br

screen / no.,1,2,3,4
DT40 TDP1 CPT,-1%,-26%,5.9µM*,6.5µM*
FEN1 inh,-13%,17%,.,6%
KAT2A inh,-1%,0%,-7%,-10%

This part in full, from the start:
(1) CCOC(=O)c1cnc2c(C(=O)OC)cccc2c1NCc1ccco1
(2) Cc1ccc(CNC(=O)c2ccc(Cn3c(=O)c4ccccc4n(CC(=O)Nc4ccc(C)cc4)c3=O)cc2)cc1
(3) CC[C@@H](C)[C@H](NS(=O)(=O)c1cccc2ccccc12)C(=O)N[C@H](C=O)Cc1c[nH]c2ccccc12
(4) O=C(N/N=C/c1cc(Cl)ccc1O)c1ccccc1Br
(5) Cn1cccc1CC(=O)NNC(=O)Nc1ccc(F)cc1
(6) COc1ccc(-c2csc(NC(=O)Cc3cccc4ccccc34)c2C(=O)O)cc1

screen / no.,1,2,3,4,5,6
DT40 TDP1 CPT,-1%,-26%,5.9µM*,6.5µM*,-5%,3%
FEN1 inh,-13%,17%,.,6%,17%,-1%
KAT2A inh,-1%,0%,-7%,-10%,-1%,-5%

(7) CCN1C(=O)NC2C1N(S(C)(=O)=O)CCN2S(C)(=O)=O (stereo unspecified)
(8) Cc1cc(NC(=O)COC(=O)C2COc3ccccc3O2)no1 (stereo unspecified)
(9) O=C1CC(NS(=O)(=O)c2cccs2)CN1c1cccc(F)c1 (stereo unspecified)
(10) Cc1cc(N2CCC(C)CC2)nc(SCC(=O)c2ccccc2)n1
(11) CN(c1ccccc1)c1nc2ccsc2c(=O)s1
(12) COC(=O)c1cc2occc2n1Cc1nc(-c2ccccc2)oc1C

screen / no.,7,8,9,10,11,12
DT40 TDP1 CPT,0%,6%,?,?,2%,?
FEN1 inh,1%,-3%,14%,-21%,-15%,12%
KAT2A inh,9%,-1%,-5%,-5%,-17%,-6%

(13) O=C(Nc1cc(S(=O)(=O)N2CCOCC2)ccc1N1CCCC1)c1cc(F)c(F)cc1Cl
(14) Cc1ccc(C(=O)Nc2scc(-c3ccccc3)c2C(=O)O)o1
(15) O=C(O)c1cccc(NC(=O)c2ccc(CN3C(=O)c4ccccc4C3=O)cc2)c1
(16) Cc1cc(NC(=O)CN2CCOCC2)n(-c2ccccc2)n1
(17) COc1ccc(-c2nnn(CC(=O)c3ccccc3)n2)cc1OC
(18) COc1ccccc1NC(=O)N1CCC(c2nc3ccccc3o2)CC1

screen / no.,13,14,15,16,17,18
DT40 TDP1 CPT,-14%,-21%,-2%,2%,?,-19%
FEN1 inh,12%,-1%,8%,7%,0%,-10%
KAT2A inh,0%,-9%,0%,-17%,-10%,-10%

(19) CCC(C)N(C(=O)CSc1nnc(-c2cccs2)n1C1CC1)C1CCS(=O)(=O)C1 (stereo unspecified)
(20) COc1cc2[nH]c(=S)nc(NCCCOC(C)C)c2cc1OC
(21) CSc1ccc(CNC(=O)CCc2c(C)nn(-c3ccc(N4CCCC4)nn3)c2C)cc1
(22) COc1ccc(C2CC(c3ccccc3)=NN2C(=O)COC(=O)c2cccnc2Cl)cc1 (stereo unspecified)
(23) Fc1ccccc1C1=NC(c2ccc(C(F)(F)F)cc2)=Nc2ccccc2N1
(24) CCn1c(CSCc2ccc(Cl)cc2)nnc1SCC(=O)Nc1cccc(C(=O)O)c1

screen / no.,19,20,21,22,23,24
DT40 TDP1 CPT,5%,-5%,?,?,?,11%
FEN1 inh,-3%,-8%,-1%,-12%,-5%,17%
KAT2A inh,?,-14%,-6%,-14%,-4%,-12%

(25) Cc1cccc(Nc2nc(N)c([N+](=O)[O-])c(N3CCCC(C)C3)n2)c1 (stereo unspecified)
(26) Cc1c(C=O)c2ccccn2c1C(=O)c1cccc([N+](=O)[O-])c1
(27) O=C1CC(c2ccccc2)C(=O)N2C(=O)CC(c3ccccc3)C(=O)N12 (stereo unspecified)
(28) CCOC(=O)c1ccc(-c2ccc(/C=C(\C#N)C(=O)NCC3CCCO3)o2)cc1 (stereo unspecified)
(29) COc1ccc(CCN(C(=O)Cn2nnc3ccccc32)C(C(=O)NCC2CCCO2)c2ccncc2)cc1OC (stereo unspecified)
(30) Cc1ccc(N2CCN(S(=O)(=O)c3ccc(C)cc3)CC2)cc1

screen / no.,25,26,27,28,29,30
DT40 TDP1 CPT,13µM*,?,23%,21µM*,-2%,11%
FEN1 inh,?,-15%,-15%,1%,5%,1%
KAT2A inh,-18%,-8%,.,-8%,-2%,2%

(31) CSC(=S)N/N=C/c1ccc(N(C)C)cc1
(32) Cc1ccc(NC(=O)C2CCCN(S(=O)(=O)c3ccc4c(c3)oc(=O)n4C)C2)nc1 (stereo unspecified)
(33) Cc1c(-c2ccccc2)n(-c2ccccc2O)c2nc3c(c(=O)n(C)c(=O)n3C)n12
(34) COc1ccc(C2CC(c3cccs3)=NN2C(=O)CSc2nnnn2C)cc1OC (stereo unspecified)
(35) CC(=O)Nc1cc(C(=O)c2ccccc2)ccc1N1CCOCC1
(36) CCc1cccc(C)c1NS(=O)(=O)c1ccc(-n2cccn2)cc1

screen / no.,31,32,33,34,35,36
DT40 TDP1 CPT,4.6µM*,-2%,.,7%,-19%,16µM*
FEN1 inh,14%,-3%,-12%,-5%,-1%,-7%
KAT2A inh,-3%,-1%,3%,-19%,0%,-16%

(37) Cc1ccc(S(=O)(=O)N(CC(O)Cn2c3ccccc3c3ccccc32)c2cccc(C(=O)NCCO)c2)cc1 (stereo unspecified)
(38) CN(C(=O)C1CCOC1)c1nnc(-c2cccnc2)s1 (stereo unspecified)
(39) COc1ccc(NC(=O)CSc2cc(C)nc3c(-c4ccccc4)cnn23)cc1
(40) Cc1cc(Br)ccc1NC(=O)c1coc(=O)c2ccccc12
(41) CC(=O)NC(C(=O)c1ccccc1)C(=O)c1ccccc1
(42) Cc1n[nH]c(C)c1NC(=O)CN1CCN(S(=O)(=O)c2ccc(C(F)(F)F)cc2)CC1

screen / no.,37,38,39,40,41,42
DT40 TDP1 CPT,.,-4%,25%,-27%,-11%,-24%
FEN1 inh,-24%,5%,18%,15%,-1%,-1%
KAT2A inh,-17%,-1%,-7%,-8%,-1%,.

(43) O=C(COc1ccc(Br)cc1)NCCN1CCCC1
(44) COc1ccc(-c2cc(C(F)(F)F)nc(SCC(=O)NCCc3ccccc3)n2)cc1
(45) CCOc1ccccc1C(=O)NCc1ccc2c(c1)CCN2C(C)=O
(46) CCN(CC)S(=O)(=O)c1cccc(C(=O)Nc2nncs2)c1
(47) C/C(=N\Nc1cccc(Cl)c1)c1ccc(-n2ccnc2)cc1
(48) CCN(CC)c1nc(-c2ccccc2Cl)c2cc(Br)ccc2n1

screen / no.,43,44,45,46,47,48
DT40 TDP1 CPT,-2%,-30%,0.92µM*,-21%,?,-22%
FEN1 inh,20%,18%,-2%,-6%,-5%,-18%
KAT2A inh,-2%,5%,-1%,-7%,-2%,-16%

(49) COC(=O)c1ccc(NC(=S)N2CCN(CCO)CC2)cc1
(50) CCOc1ccc(-c2nc(C)c(C(C)=O)n2O)cc1
(51) COc1ccc(-c2nc(C#N)c(NCc3ccco3)o2)cc1
(52) O=C(CSc1ccc2c(c1)OCCO2)NCC1CCCO1 (stereo unspecified)
(53) CSc1ccc(CCNC(=O)c2ccc3c(c2)nc2n3CCC(C)C2)cc1 (stereo unspecified)
(54) Cc1cc(NC(=O)CCC(=O)N(CC2CCCO2)C(C(=O)NC2CCCC2)c2ccccc2C)no1 (stereo unspecified)

screen / no.,49,50,51,52,53,54
DT40 TDP1 CPT,-2%,-34%,?,-4%,21µM*,?
FEN1 inh,0%,-1%,3%,-3%,8%,4%
KAT2A inh,-19%,0%,-5%,-4%,-1%,.

(55) CCCCC(=O)Nc1ccc(NC(=O)c2ccccc2[N+](=O)[O-])cc1OC
(56) COc1ccc(-c2cc(-c3ccccc3)nc3c2COc2ccc(F)cc2-3)cc1
(57) CCCCN(C)CCC(=O)Nc1ccc(C)cc1
(58) O=S(=O)(c1ccccc1)N1CCC2(CC1)CN(c1ccncc1)C2
(59) Cc1cc(Cl)c2oc(C(=O)NCCN3CCCCC3CO)c(C)c2c1 (stereo unspecified)
(60) C/C(CC(=O)Nc1ccccc1Cl)=N\NC(=O)C(=O)NCCO

screen / no.,55,56,57,58,59,60
DT40 TDP1 CPT,-3%,?,-10%,?,?,-10%
FEN1 inh,-1%,-17%,1%,.,0%,0%
KAT2A inh,-3%,1%,-1%,-10%,-4%,0%

(61) O=C(CSc1nnc(N2CCCC2)n1-c1ccccc1Cl)N1CCN(c2ccccn2)CC1
(62) O=C(CCN1C(=O)C2C3CC(C(Br)C3Br)C2C1=O)OCC(=O)c1cccc([N+](=O)[O-])c1 (stereo unspecified)
(63) COc1ccc(/C=C/C(=O)NCc2cccnc2)cc1
(64) O=C(CCc1ccc(S(=O)(=O)NCc2ccccc2)cc1)N1CCN(Cc2ccc3c(c2)OCO3)CC1
(65) Cc1noc(-c2ccc(-c3noc(-c4cccc(Cl)c4)n3)cc2)n1
(66) Cc1ccc(NC(=O)c2ccc(OCc3c(C)noc3C)cc2)c(C)c1

screen / no.,61,62,63,64,65,66
DT40 TDP1 CPT,?,4%,-1%,32µM*,0%,?
FEN1 inh,5%,15%,4%,0%,2%,-16%
KAT2A inh,-6%,-17%,1%,-15%,-4%,-4%

(67) O=C(NNC(=O)c1cccs1)c1ccc2ccccc2c1
(68) CCN1CCc2c(sc(NC(=O)c3ccc(S(=O)(=O)N4CCOCC4)cc3)c2C(N)=O)C1
(69) O=C(O)c1cc(S(=O)(=O)N2CCOCC2)ccc1N1CCCCC1
(70) CCOC(=O)c1ccc(OS(=O)(=O)c2ccccc2)c(OC)c1
(71) CN(C)S(=O)(=O)n1cc(/C=C(\NC(=O)c2ccccc2)C(=O)N2CCOCC2)c2ccccc21
(72) COc1cccc2cc(C(C)N(CCCN3CCOCC3)C(=S)Nc3cccc(C)c3)oc12 (stereo unspecified)

screen / no.,67,68,69,70,71,72
DT40 TDP1 CPT,6%,?,7%,21µM*,-19%,-5%
FEN1 inh,-4%,-4%,1%,7%,-2%,1%
KAT2A inh,1%,-14%,-2%,-6%,-2%,-14%

Copied from the list.
Under KAT2A inh, cpd 17 shows -10%
Under KAT2A inh, cpd 23 shows -4%
Under KAT2A inh, cpd 7 shows 9%
Under KAT2A inh, cpd 12 shows -6%

(cont.)
(73) COc1ccc(Cn2c(C(=O)O)c(CNCCc3cc(OC)ccc3OC)c3ccc(C)cc32)cc1
(74) Cc1ccc2nc(-c3ccc(NC(=O)COc4c(C)ccc(C)c4C)cc3)sc2c1
(75) O=C(CN1C(=O)C2CCCCC2C1=O)OCC(=O)c1ccc(Cl)s1 (stereo unspecified)
(76) CC1CCN(CC(O)COc2ccc(F)cc2)CC1 (stereo unspecified)
(77) Cc1ccc(Cn2c(C(=O)O)cc3sccc32)cc1
(78) Cc1cc(/C=C2\SC(=S)N(C)C2=O)c(C)n1-c1ccccc1O

screen / no.,73,74,75,76,77,78
DT40 TDP1 CPT,?,?,-24%,2%,-20%,21µM*
FEN1 inh,6%,0%,1%,-1%,4%,-24%
KAT2A inh,-6%,10%,-4%,-1%,-4%,.

(79) CCSc1ccc(C(=O)Nc2ccc(-c3nc4ccc(C)cc4s3)cc2)cc1
(80) COCCNC(=O)/C(C#N)=C/c1c(N2CCCCCC2)nc2c(C)cccn2c1=O
(81) COc1ccc(OC)c(-c2csc(N(C)C(=O)Cc3ccccc3)n2)c1
(82) Cc1cccc(NC(=O)CNC(=O)CN2C(=O)NC3(CCCCC3C)C2=O)c1C (stereo unspecified)
(83) O=C(NNC(=O)c1ccncc1)Nc1ccc([N+](=O)[O-])cc1
(84) COc1ccccc1N1CCN(C(=O)CSc2nnc(C)n2C2CC2)CC1
(85) COCCCN(C(=S)Nc1cc(C)cc(C)c1)C(C)c1ccncc1 (stereo unspecified)
(86) Cc1ccc(S(=O)(=O)N=S(CCO)CCO)cc1
(87) COc1ccc(C(=O)/C=C/C(=O)N(Cc2ccc3c(c2)OCO3)C(C(=O)NC2CCCCC2)c2ccncc2)c(O)c1 (stereo unspecified)

screen / no.,79,80,81,82,83,84,85,86,87
DT40 TDP1 CPT,-3%,?,10%,-1%,-2%,-14%,-5%,-2%,?
FEN1 inh,-2%,4%,-19%,5%,-12%,15%,3%,1%,-2%
KAT2A inh,5%,3%,-11%,?,-8%,-1%,-5%,-3%,-5%
